NSD2 inh = blocks human histone methyltransferase NSD2; inhibition, % at 12.5 µM; 310,000 tested, 0.54% active; NSD2 peptide methylation, AlphaScreen, 120 min; O96028; AID 743445; in the data active = inhibition above about 50%
PKA-R1A act = PKA-R1A complex activation. P00514+P68181. PKA-R1A dissociation, Cy5-IP20 fluorescence polarization; scaled: DMSO 0%, 113 µM cGMP 100%. activation, % at 11.4 µM. 340,000 tested, 0.083% active;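 active = percent activation above the mean of all tested compounds plus 3 SD, cut at about 19% in these data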;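 also: higher means more PKAc released from R1A so a rise in polarization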
dFosB act = enhances mouse delta FosB homodimer DNA binding; purified delta FosB, TAMRA-CDK5 oligo fluorescence polarization; percent of positive-control signal above neutral wells; activation, % at 25 µM; P13346; AID 493131; 340,000 tested, 0.99% active;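 active = mean activation above about 17%, with every replicate also reaching it, limit read from the data, passing the limit was not always enough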;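 also: fluorescence polarization rise as delta FosB binds a TAMRA Cdk5 AP-1 oligo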
PKA-R2B act = activators of human PKA-R2B complex | P22694+P31323 | PKA-R2B holoenzyme dissociation, Cy5-IP20 fluorescence polarization; R2B truncated from residue 108, S112A mutant; 0% DMSO only, 100% 113 µM cGMP | activation, % at 11.4 µM | 340,000 tested, 0.079% active | AID 504700;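 active = activation above a cutoff set at the mean over all compounds plus 3 SD, cut at about 18% in these data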;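 also: higher means more holoenzyme dissociation and a rise in polarization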
SUMO Mot1 rescue = inhibitors of SUMOylation pathway: yeast Mot1-301 growth rescue; S. cerevisiae Mot1-301 growth rescue, ATP luminescence, 38.5C; percent above DMSO median, 100 means doubled; growth rescue, % at 18.8 µM; AID 2716; 320,000 tested, 1% active;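 active = every valid replicate shows activation above 250% relative to neutral control wells; inactive = the rest, any valid replicate at or below 250%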;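 also: OY570 slx delta 5 strain wells were the positive control but not used for scaling; some compounds called inactive have numbers as strong as hits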
MITF TRPM1 HTS = increases MITF-driven TRPM1 promoter luciferase signal. SK-MEL-5 TRPM1-promoter luciferase, 24 h; % of positive control, neutral wells = 0. activation, % at 12.5 µM. 300,000 tested, 0.75% active;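 active = mean activation of at least 80% with every replicate also reaching 80%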;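 also: 0% = neutral control wells and 100% = parthenolide positive control wells; values of inactives mirror those of a sister screen read the other way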
SR-BI HDL uptake = blocks mouse SR-BI lipid uptake from DiI-HDL. AID 488896. 320,000 tested, 0.96% active. ldlA[mSR-BI] CHO cells, DiI-HDL uptake fluorescence, 3 h. inhibition, % at 12.5 µM;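 active = mean replicate inhibition of at least 70% and a set share of replicates each scoring 70 or more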;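 also: 0% = median of neutral control wells and 100% = median of positive control wells; values of inactives mirror those of a sister screen read the other way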
SR-BI DiI-HDL act = activators of SR-BI mediated HDL lipid uptake. CHO ldlA[mSR-BI] cells, DiI-HDL uptake fluorescence, 3 h; 100 = double the neutral-control signal. activation, % at 12.5 µM. 320,000 tested, 0.096% active. AID 504775;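 active = mean replicate activation of at least 60% and every replicate at or above 60%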;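 also: 0% = median plate neutral-control signal and 100% = twice that signal; values of inactives mirror those of a sister screen read the other way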
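System: LDL receptor-deficient CHO ldlA cells overexpressing murine SR-BI | Timing: 3 h uptake period with compound, 37 °C | Medium: HEPES-buffered (25 mM, pH 7.4) F12 plus 0.5% BSA | Dosing: Single-point compound dose | Signal: Bottom-read fluorescence, 550/595 nm | Read-out: Retained DiI signal reflecting DiI-HDL uptake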
Arr AP2 block = blocks beta-arrestin peptide binding to AP2 adaptin | FITC-arrestin peptide / GST-AP2 beads, flow cytometry; AP2 beta2 appendage carries R879A mutation | inhibition, % at 10 µM | 340,000 tested, 0.31% active;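 active = inhibition above a set limit, near 3 SD of compounds lacking own fluorescence, cut at about 54% in these data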;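 also: plate controls were DMSO wells for no effect and 5 µM unlabelled arrestin peptide for full effect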
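System: GST-AP2 R879A glutathione beads | Also added: FITC-arrestin peptide, 50 nM | Times: 12 min plus 1 h, RT | Signal: Bead flow cytometry, FITC channel | Buffer or medium: PBS with 0.05% Tween 20 and 0.1% BSA | Read-out basis: Percent drop in bead-associated FITC signal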
CDK5 inh = CDK5/p35 (human) kinase inhibition; Recombinant CDK5/p35, ADP-Glo luminescence, 60 min; inhibition, % at 10 µM; AID 488839; 330,000 tested, 0.01% active; Q00535+Q15078;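 active = highest replicate inhibition of at least 50% and at least 75% of replicates reaching 50%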;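 also: plate controls were DMSO neutral control for no effect and GW8510 at 10 µM for full effect; many of its hits are not listed in these tables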
DSG3 Ab inh = inhibitors of pemphigus antibody binding to human desmoglein-3 | P32926 | DSG3-coupled beads, scFv-anti-DSG3-GFP binding, flow cytometry; hits give low values | binding (percent of control), % at 10 µM | 310,000 tested, 0.48% active;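 active = binding more than 3 SD below its plate's average and above zero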;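 also: hits lower antibody fragment binding to DSG3; some compounds called inactive have numbers as strong as hits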
Target sequence (P32926 whole entry, looked up, the tested form may be a part): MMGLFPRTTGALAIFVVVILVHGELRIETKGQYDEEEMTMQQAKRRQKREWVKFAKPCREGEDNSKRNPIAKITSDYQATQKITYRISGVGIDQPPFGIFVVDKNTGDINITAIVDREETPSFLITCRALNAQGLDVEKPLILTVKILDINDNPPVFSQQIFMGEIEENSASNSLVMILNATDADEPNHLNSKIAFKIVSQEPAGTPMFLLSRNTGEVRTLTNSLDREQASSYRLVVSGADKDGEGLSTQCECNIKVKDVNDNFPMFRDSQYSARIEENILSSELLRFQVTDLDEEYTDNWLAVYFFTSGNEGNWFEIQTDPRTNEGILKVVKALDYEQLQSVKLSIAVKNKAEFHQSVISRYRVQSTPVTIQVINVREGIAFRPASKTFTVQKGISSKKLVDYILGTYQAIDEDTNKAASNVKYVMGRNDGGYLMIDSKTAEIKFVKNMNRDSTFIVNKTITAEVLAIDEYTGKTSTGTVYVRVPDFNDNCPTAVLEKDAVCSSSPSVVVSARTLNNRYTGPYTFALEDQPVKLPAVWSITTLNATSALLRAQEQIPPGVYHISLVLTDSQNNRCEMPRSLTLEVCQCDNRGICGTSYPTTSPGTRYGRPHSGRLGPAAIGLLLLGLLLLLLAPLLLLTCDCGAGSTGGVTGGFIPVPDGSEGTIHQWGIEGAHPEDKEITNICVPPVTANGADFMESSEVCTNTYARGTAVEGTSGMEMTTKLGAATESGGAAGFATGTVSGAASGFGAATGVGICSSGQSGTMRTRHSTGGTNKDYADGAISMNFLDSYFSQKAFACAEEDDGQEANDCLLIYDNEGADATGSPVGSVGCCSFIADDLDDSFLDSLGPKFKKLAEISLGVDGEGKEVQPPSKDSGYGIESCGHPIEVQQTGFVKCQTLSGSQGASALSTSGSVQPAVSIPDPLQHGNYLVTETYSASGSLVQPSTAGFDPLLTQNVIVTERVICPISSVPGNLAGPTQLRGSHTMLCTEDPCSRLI
Numbers without * were called inactive; / = no result given. No enrichment for hits. Share with any hit: about 4.7%.

NSD2 inh	PKA-R1A act	dFosB act	PKA-R2B act	SUMO Mot1 rescue	MITF TRPM1 HTS	SR-BI HDL uptake	SR-BI DiI-HDL act	Arr AP2 block	CDK5 inh	DSG3 Ab inh	smiles
2	5	2	-3	53	-2	-7	7	6	2.0	97	CCOC(=O)N1CCN(C(=O)c2ccc3c(=O)n(CCC4=CCCCC4)c(=S)[nH]c3c2)CC1
-1	-1	5	-8	-12	-6	-5	5	1	0.1	/	CC(=O)OCCNC(=O)c1cc2ccccc2oc1=O
/	-2	-3	-10	0	10	-5	5	4	-0.3	105	C[C@@H](C(=O)NCC1CC1)[C@H]1C[C@]1(C)[C@H](NC(=O)OCc1ccccc1)c1ccccc1
/	-1	-1	8	-10	12	-3	3	-2	-0.2	/	O=C(CSc1ccccc1)Nc1ccncc1
5	1	-3	-12	-13	7	5	-5	1	-3.7	135	O=C(CN1CCCc2ccccc21)N/N=C/c1ccccc1
-5	-10	-2	2	-7	16	-14	14	-4	0.1	102	Cc1[nH]c2ccccc2c1C(=O)COC(=O)C(C)C
4	-11	-2	-5	42	-2	-1	1	4	-0.8	100	O=C(O)CCc1ccc(-c2ccccc2)n1-c1cccc(O)c1
-2	2	3	-17	0	-11	6	-6	-9	1.5	103	COc1cccc(S(=O)(=O)Nc2cccc(C(=O)N3CCCC3)c2)c1
4	-3	-12	-1	-9	0	7	-7	-11	0.0	95	CCOC(=O)c1ccc(-n2c(CCC(=O)O)ccc2-c2ccc(F)cc2)cc1
0	-2	11	0	28	47	10	-10	2	0.9	/	O=[N+]([O-])c1cc(Cl)ccc1-c1nc(-c2ccccc2)no1
-1	-14	-5	-15	0	/	2	-2	3	1.2	96	COCCNC(=O)CN(C(=O)CCC(=O)Nc1cc(C)on1)c1ccc(C)cc1C
14	2	-6	18	11	35	5	-5	5	-0.4	99	COc1ccnc(Oc2ccc(C)cc2)c1C#N
1	-6	-8	-1	-1	8	-4	4	0	1.7	97	COc1cc2cc(CN(CCCN3CCOCC3)C(=O)Nc3ccc(F)cc3)c(=O)[nH]c2cc1OC
-2	3	27*	-10	-19	4	59	-59	-2	-1.3	82	COc1cc(C(=O)Nc2ccc(-c3nc4cc(C)ccc4o3)c(O)c2)cc(OC)c1OC
0	-5	0	2	-14	22	70	-70	25	1.3	102	O=[N+]([O-])c1ccc(N/N=C/c2ccc(OCc3cccc4ccccc34)cc2)nc1
2	-3	-10	-6	7	3	1	-1	7	-0.1	100	C#CCn1c(O)c(N=NC(=O)C(O)c2ccccc2)c2ccccc21 (configuration not stated)
0	7	1	14	3	-10	7	-7	14	-0.7	/	O=C(c1ccccc1F)N1CCN(C(=O)C2CC2)CC1
4	-2	-15	-1	13	-3	-10	10	-5	-0.6	94	O=C(O)COc1c(-c2ccco2)oc2ccccc2c1=O
-2	0	2	-7	-13	-23	11	-11	19	0.3	104	C/C(Cn1nnc([N+](=O)[O-])n1)=N\NC(=O)c1ccncc1
1	-10	-15	-8	57	7	4	-4	7	1.8	/	CC1CC(C)CN(CCCNC(=O)C2CCCN(c3ncnc4c3nc3n4CCCCC3)C2)C1 (configuration not stated)
/	-19	9	-11	96	11	51	-51	24	-0.5	103	CC(=O)Cc1nsc(NC(=O)c2cc(-c3ccccc3Cl)oc2C)n1
-4	0	-4	5	-4	9	-39	39	2	1.2	94	COC(=O)CNC(=O)C1CCN(C(=O)OCc2ccccc2)CC1
-2	1	3	-9	-13	-20	6	-6	6	1.1	92	Cc1ccc2nsnc2c1NC(=O)c1ccc([N+](=O)[O-])cc1
-1	-6	-1	5	15	/	-4	4	2	1.4	/	O=C(NCCc1ccccc1)C1CCN(C(=O)NCc2ccccc2)CC1
-2	4	1	-2	5	-7	-3	3	-12	0.0	103	CC(C)CC(=O)NS(=O)(=O)c1ccc(N)cc1
-2	-4	5	1	2	-14	-7	7	28	2.7	99	O=C(Nc1ccc(F)cc1)c1cncs1
2	-4	-14	-14	-8	-6	17	-17	14	-3.4	/	COc1ccc(NC(=O)Cn2nc(C(F)(F)F)c3c2CCCC3)cc1OC
-1	-12	2	1	-2	-13	14	-14	7	-0.8	104	COc1cc(/C=N/NC(=O)CCN2CCN(Cc3ccccc3)CC2)cc(OC)c1OC
-3	-17	6	-6	53	-2	5	-5	-7	0.0	103	CCN1c2cccc3cccc(c23)S1(=O)=O
0	-5	0	-12	-10	0	/	/	5	-0.8	91	Cn1c(=O)c(=O)n(C)c2cc(S(=O)(=O)N3CC(=O)N(CCc4ccccc4)C(=O)C3)ccc21

As a short view, part of the list above.
NSD2 inh	PKA-R1A act	dFosB act	PKA-R2B act	SUMO Mot1 rescue	MITF TRPM1 HTS	SR-BI HDL uptake	SR-BI DiI-HDL act	Arr AP2 block	CDK5 inh	DSG3 Ab inh	smiles
-2	0	2	-7	-13	-23	11	-11	19	0.3	104	C/C(Cn1nnc([N+](=O)[O-])n1)=N\NC(=O)c1ccncc1
1	-10	-15	-8	57	7	4	-4	7	1.8	/	CC1CC(C)CN(CCCNC(=O)C2CCCN(c3ncnc4c3nc3n4CCCCC3)C2)C1 (configuration not stated)

Later entries
NSD2 inh	PKA-R1A act	dFosB act	PKA-R2B act	SUMO Mot1 rescue	MITF TRPM1 HTS	SR-BI HDL uptake	SR-BI DiI-HDL act	Arr AP2 block	CDK5 inh	DSG3 Ab inh	smiles
32	-9	-6	2	14	/	15	-15	10	1.0	/	c1ccc(-c2nc3nonc3nc2-c2ccccc2)cc1
-1	-9	-8	-15	2	-4	0	0	-2	0.2	98	COc1ccc(Cl)cc1N1CC(C(=O)Nc2nccs2)CC1=O (configuration not stated)
-8	-8	-8	-4	14	0	/	/	-14	-1.0	100	O=C(c1cc2c(s1)-c1ccccc1S(=O)(=O)C2)N1CCCC1
-3	3	-26	2	9	16	-3	3	5	/	106	Cc1nc(C)c(-c2ccc(SCc3cccc(F)c3)nn2)s1
0	-8	-6	3	5	14	-15	15	8	0.0	85	CCOc1ccc(/C=C/C(=O)C(C(N)=O)=C2SCCS2)cc1
4	-1	-3	-8	4	-4	6	-6	19	-0.1	94	Cc1ccc(N(CC(=O)NCc2ccccc2)C(=O)c2csnn2)c(C)c1
11	-8	24*	-4	-17	-81	48	-48	8	2.0	224	CCC(CO)[n+]1c(C)cc(/C=C2\Sc3ccccc3N2Cc2ccccc2)cc1C (configuration not stated)
-2	2	-4	2	4	4	-1	1	10	2.0	112	O=C(CSc1nnc(Nc2ccccc2)s1)Nc1cccnc1Cl
0	8	-6	6	11	2	-31	31	-8	2.1	104	C[C@H](NC(N)=O)C(=O)Nc1ccc2c(c1)OCO2
/	2	-16	3	-11	15	6	-6	13	1.4	107	O=C(C1CCCN(S(=O)(=O)c2cccc3cccnc23)C1)N1CCN(c2ccc(F)cc2)CC1 (configuration not stated)
0	-3	-11	-14	-9	-10	-4	4	3	1.4	56	Cc1ccc(NC(=O)CSc2ccc(-c3cccnc3)nn2)cc1
0	3	-11	-3	0	-6	7	-7	2	0.3	111	O=C(COc1ccc(-c2ccccc2)cc1)Nc1cccnc1
8	-5	-2	-1	11	/	50	-50	-8	-0.1	100	CCOC(=O)c1c(NC(=S)N2CCN(C)CC2)sc2c1CCN(C(=O)OCC)C2
-2	-6	1	-4	-9	-11	-26	26	-20	-0.6	103	O=C(O)/C=C/C(=O)Nc1ccc(OC(F)F)cc1
-4	-3	-27	-6	0	16	5	-5	-16	-3.4	103	O=C(N/N=C/c1cn(-c2ccccc2)nc1-c1cccnc1)c1cccnc1
-3	-7	-5	-3	73	3	16	-16	-5	0.2	112	CCOc1ccc(NC(=S)Nc2ccccc2C2(C)CC2)cc1
4	3	-3	-4	-17	0	-11	11	6	-10	97	CS(=O)(=O)NCCOc1ccc(S(=O)(=O)NCCOc2ccccc2)cc1
25	-7	0	5	-4	-10	3	-3	-6	/	93	COc1cc(NC(=O)CCc2nnc3ccc(N4CCC(C)CC4)nn23)cc(OC)c1
1	-5	-13	-7	246	6	-5	5	-2	5.4	107	O=C(Nc1ccc(C(=O)N2CCOCC2)cc1)c1cccs1
1	-18	-4	-3	22	-6	1	-1	-2	0.8	102	CCOC(=O)C1CCN(C(c2cc3cc(C)cc(C)c3[nH]c2=O)c2nnnn2C2CCCCC2)CC1 (configuration not stated)
1	-5	1	5	-12	-10	-2	2	-8	1.0	/	CCCc1nnc(SCc2ccc(OC)cc2)n1N
1	-2	-19	-10	30	-8	22	-22	4	-1.0	99	Cc1ccc(C)c(C(=O)OCC(=O)Nc2cccc(S(=O)(=O)NC3=NCCCCC3)c2)c1
-7	-5	-1	4	342	-7	-16	16	-2	-0.1	81	COc1ccc(NC(=S)NNC(=O)CCn2cc([N+](=O)[O-])cn2)cc1
